High-throughput results as filed in PubChem BioAssay.
TbREL1 inh: TbREL1 inhibition, primary screen | actives 0.49% (n = 89,000) | inhibition, % at 9.66 µM | TbREL1 RNA ligation, FRET fluorescence;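 active = inhibition above the mean inhibition across all screened compounds plus 3 SD, cut at about 11% in these data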;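 also: 0% = plate median of test wells and 100% = NSC42067 control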
Target sequence (P86926 whole entry, looked up): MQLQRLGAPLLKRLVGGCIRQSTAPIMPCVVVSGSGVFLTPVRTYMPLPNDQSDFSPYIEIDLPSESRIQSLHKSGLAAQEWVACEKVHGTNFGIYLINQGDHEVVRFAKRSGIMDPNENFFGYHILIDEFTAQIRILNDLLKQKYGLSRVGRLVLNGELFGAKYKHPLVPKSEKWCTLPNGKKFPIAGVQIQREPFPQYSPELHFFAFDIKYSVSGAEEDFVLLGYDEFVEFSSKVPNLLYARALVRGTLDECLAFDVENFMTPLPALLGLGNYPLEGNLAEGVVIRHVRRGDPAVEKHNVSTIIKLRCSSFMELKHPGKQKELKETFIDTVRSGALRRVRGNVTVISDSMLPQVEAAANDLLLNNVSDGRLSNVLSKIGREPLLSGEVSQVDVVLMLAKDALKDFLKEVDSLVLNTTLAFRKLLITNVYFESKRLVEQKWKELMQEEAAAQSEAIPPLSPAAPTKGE
An asterisk follows results filed as active. The list is partial; rates above refer to the full screens.

SMILES	TbREL1 inh
O=C(Nc1ccc(F)cc1F)c1cc(-c2ccc(Cl)cc2)nc2ccccc12	0.5
Cc1csc(=O)n1CCC(=O)OCC(=O)Nc1cc([N+](=O)[O-])ccc1Cl	1.4
CCCCCN(C(=O)COC(=O)COc1c(C)cc(C)cc1C)c1c(N)n(CCCC)c(=O)[nH]c1=O	0.8
CCCN(CC(=O)Nc1cc(C)on1)CC(=O)Nc1ccccc1C	1.6
CC(C)(C)c1ccc(-n2ncc3c2CCCC3NC(=O)c2csnn2)cc1 (stereo not drawn)	-2.2
COc1cc2ccccc2cc1C(=O)NC1CCC(C)CC1 (stereo not drawn)	2.7
COc1cccc(C(=O)Nc2c(C)n[nH]c2C)c1	4.8
CCOc1ccc(S(=O)(=O)NCCCl)cc1	0.5
COC(=O)[C@]12C[C@H](CC(=O)NCc3ccc(C)o3)C(=O)N(CCC3=CCCCC3)C1=C[C@H](C1CCCC1)O[C@@H]2C	-0.7
CCc1ccccc1NC(=O)CSc1ccsc1[N+](=O)[O-]	0.8
C/C(C=NNC(=O)CSc1nnc(-c2ccccc2)n1-c1ccc(C)cc1)=C\c1ccco1	-2.1
CC1CN(C(=O)COC(=O)Cc2c(Cl)cccc2Cl)CC(C)O1 (stereo not drawn)	1.2
O=S(=O)(c1ccc(F)cc1)N1CCc2ccccc21	-1.8
COCc1ccc(-c2ccc3c(c2)c(C#Cc2ccsc2)c(-c2cc(OC)cc(OC)c2)n3C)cc1	3.1
N#CC1(NC(=O)CSc2nnc(-c3ccccc3F)o2)CCCCC1	-0.5
O=C(CN1C(=O)NC2(CCc3ccccc32)C1=O)NCc1cccc(C(F)(F)F)c1 (stereo not drawn)	-1.5
Cc1nc(NC2CCCC2)sc1C(=O)N(C)C	-0.4
O=C(NCCc1ccccc1)C1CCN(C2CCN(C(=O)CC3=CCCCC3)CC2)CC1	-0.7
CC(=O)C[C@@H](O)CC(=O)[C@@H]1OC(=O)CCCCCCCc2ccccc21	5.6
O=C(CSc1ccc2ccccc2n1)NCCCN1CCCC1=O	1.4
O=C(NNC(=O)C1CCN(S(=O)(=O)c2ccc(Cl)cc2)CC1)c1ccccc1	-0.2
CCc1ccc([C@@H]2C[C@H]3[C@@H](CN2S(=O)(=O)c2ccc(C)cc2)C(=O)C[C@@H](c2cccc(Cl)c2)N3S(=O)(=O)c2ccc(C)cc2)cc1	2.0
Cc1ccc(NC(=S)NNC(=O)CSc2nnc(SCc3ccccc3Cl)s2)cc1	-2.1
COC(=O)c1cc(S(=O)(=O)NCCN2CCOCC2)cn1C	1.8
CC(C)c1nnc(SCC(=O)NC(C)(C)C)n1C	-0.8
COc1ccc(NC(=O)CN(c2ccc(C(C)C)cc2)S(=O)(=O)c2c(C)noc2C)cc1OC	4.2
CCCCC(CC)CNC(=O)C1CCCN(S(=O)(=O)c2cnc[nH]2)C1 (stereo not drawn)	-1.2
O=C(CCN1C(=O)c2ccccc2C1=O)N1CCC(c2ccccc2)C1 (stereo not drawn)	-0.7
CCc1c(C)sc(NC(=O)c2cccs2)c1C#N	-1.9
CC1(C(=O)NS(=O)(=O)Cc2ccccc2C(F)(F)F)CCN1C(=O)c1ccco1 (stereo not drawn)	5.7
COc1ccc(-c2noc([C@@H]3O[C@H](CO)[C@H](O)[C@H](O)[C@H]3O)n2)cc1OC	5.5
O=C(Nc1ccc(Br)cc1F)C1CCCN(S(=O)(=O)c2cnc[nH]2)C1 (stereo not drawn)	0.6
C=CC[C@@H](CC(=O)NCCO)C(=O)N[C@@H](COC(=O)[C@@H](CC=C)Cc1ccc(F)cc1)Cc1ccccc1	-1.6
Cc1nc(CN2C(=O)C3(CCC3)ON=C2c2cccc(Cl)c2)cs1	-2.7
O=C(CC1CCCC1)N[C@@H](Cc1cccnc1)C(=O)N1CCC[C@H]1C(=O)NC1CCCC1	1.3
CCOc1ccc(NC(=O)CN(C)C(=O)CCCOc2ccc(Br)cc2)cc1OCC	0.6
COc1cc(C(=S)N2CCOCC2)ccc1OC(=O)/C=C/c1ccco1	-5.7
CCc1ccc(Nc2nnc(SCC(=O)NC(=O)CN3CCCC3=O)s2)cc1	2.5
O=C(Nc1ccc2c(c1)OCO2)C1CCN(S(=O)(=O)Cc2ccccc2)CC1	0.3
CCOC(=O)c1ccc(NC(=O)NCCc2ccccc2OC)cc1	-1.0
Cc1cc(C)n2c(Nc3ccc4c(c3)OCCO4)c(-c3cc4ccccc4o3)nc2n1	3.0
CCOC(=O)N1CCN(C(=O)COc2ccc(S(=O)(=O)NCc3ccccc3)cc2)CC1	0.9
COc1ccc(OCC(=O)Nc2ccc3c(c2)C(=O)NC3=O)cc1	4.1
O=S(=O)(N[C@H]1CCCC[C@@H]1N1CCOCC1)c1ccc(Cl)cc1	-4.0
Cc1ccc(C(=O)N2CCCC(c3nc4c(nnn4Cc4ccccc4)c(=O)[nH]3)C2)cc1 (stereo not drawn)	-0.6
NC(=O)COC(=O)c1sc2cc(F)ccc2c1Cl	0.6
CC(C)OC(=O)CSc1nnc(C2CCCCC2)n1N	-1.9
O=C(CCc1nc2ccccc2c(=O)[nH]1)Nc1cc(C(F)(F)F)ccc1N1CCCC1	-2.2
COC(=O)c1ccc(Oc2nc(SC)nc(N(C)C)n2)cc1	-1.6
Cc1cc(C)nc(N2CCC(C(=O)Nc3nnc(C)s3)CC2)n1	3.1
COc1ccc(S(=O)(=O)N2CCN(CCO)CC2)cc1-c1nnc2c3ccccc3c(C)nn12	0.0
COc1ccc(Nc2ccc(S(=O)(=O)N3CCCCC3)cc2[N+](=O)[O-])cc1Cl	0.3
O=C(Nc1ccc(S(=O)(=O)Nc2ncccn2)cc1)c1ccc(Br)s1	1.3
Cc1nn(-c2ccccc2)c(NC(=O)C(C)C)c(-c2ccccc2)c1=O	1.1
COc1ccc(/[N+]([O-])=C/c2ccoc2)cc1	4.8
COc1ccc(CN2CCN(CCCc3ccccc3)C(CCO)C2)cc1OC (stereo not drawn)	-0.4
O=c1oc2ccccc2c(N2CCCCC2)c1CN1CCCC1	3.0
COCCN(C(=O)Nc1ccccc1)C(C)c1cccnc1 (stereo not drawn)	-1.1
CCN(C[C@H]1N[C@@](Cc2ccccc2)(C(=O)OC)[C@H]2C(=O)N(Cc3ccccc3)C(=O)[C@@H]12)S(=O)(=O)c1ccc(OC(F)(F)F)cc1	3.4
NC(=O)c1csc(CCNC(=O)c2ccccc2)n1	0.3
Other records
SMILES	TbREL1 inh
COc1ccc(C(C(=O)Nc2ccc(F)cc2)N2CCN(CC(=O)N3CCCC3)CC2)cc1 (stereo not drawn)	1.6
Cc1cc(NC(=O)CSc2nc3cc(Cl)ccc3o2)no1	2.8
COc1ccccc1-c1nnc(SCC(=O)N2CCOCC2)o1	2.3
O=C(NCc1cccnc1)c1ccccc1Br	-0.1
O=C(CSc1ncnc2c1oc1ccccc12)Nc1ccc2c(c1)OCCO2	4.0
O=C(NCCNCCO)C1(C(F)(F)F)C/C(=C\Cc2ccccc2)CCCO1 (stereo not drawn)	-0.9
CCOc1ccc(NC(=S)NCc2ccc3[nH]c(C)cc3c2)cc1	-6.2
Cc1ccccc1CNc1ccc(C(CC(N)=O)NC(=O)c2ccccc2)cc1[N+](=O)[O-] (stereo not drawn)	1.6
CC(C(=O)Nc1ccc(F)c(F)c1F)N(C)CCOc1ccccc1 (stereo not drawn)	0.8
O=C(c1ccc(Cl)c(S(=O)(=O)N2CCCCC2)c1)N1CCCCCC1	2.1
O=[N+]([O-])c1ccc2[nH]c(=S)[nH]c2c1	-4.8
COc1ccc(OC)c(N/C(=N/c2nc(C)cc(C)n2)NC(C)=O)c1	-1.4
NS(=O)(=O)c1ccc(CCNC(=O)COC(=O)/C=C/c2ccc(Cl)cc2)cc1	1.7
COC(=O)C12CCCN1C1C(=O)N(Cc3ccc(C(N)=O)cc3)CC1C2 (stereo not drawn)	5.1
CCCCCCCCCCCCOC1OC(CO)C(O)C(O)C1NC(C)=O (stereo not drawn)	0.1
CC(C)Oc1ccc(-c2csc(N3CCC(C(N)=O)CC3)n2)cc1	-0.6
COc1cccc(Oc2ccc(C(F)(F)F)cc2NC(=O)CN2C(=O)NC3(CCCC3)C2=O)c1	2.2
CCOC(=O)c1c(C)oc2ccc(NS(=O)(=O)c3ccc(C(=O)O)cc3)cc12	-0.3
CN(c1ccc(C(=O)NCCc2ccccc2)cc1)S(C)(=O)=O	1.1
COc1ccc([C@@H]2CC=C(C(=O)O)[C@H](c3cccc(Cl)c3)N2S(=O)(=O)c2ccc(C)cc2)cc1OC	-1.4
CC(c1nnc(SCn2nnc3ccccc3c2=O)n1-c1ccc(Cl)cc1)N(C)C (stereo not drawn)	-1.9
O=C(NC1CCCCC1)NC1CC2CCC(C1)N2Cc1nnnn1Cc1ccc2c(c1)OCO2 (stereo not drawn)	-1.5
O=C(Nc1ccon1)c1cccc(Cl)c1	0.7
CC(C)(C)[C@H](NC(=O)c1cc(Cl)cc(Cl)c1)C(=O)N1CCC[C@H]1C(=O)N[C@H](C#N)CC(=O)O	1.4
Cc1ccc(C(=O)CCNc2ccc(Cl)cc2)o1	1.9
O=C(CN1CCN(c2ccccc2)CC1)Nc1ccccc1C(=O)NCCc1ccccc1	3.1
CCOC(=O)c1cc(-c2ccc(OC)cc2)nc2c1c(C)nn2CCC#N	0.0
COc1cccc(C(=O)OC(C)CN2CCCC2)c1 (stereo not drawn)	1.4
Cc1ccc(C)c(-n2nnc3ccccc3c2=O)c1	1.1
CCOC(=O)c1cc(C(=O)OCC)c2cc(Br)ccc2n1	3.1
CC(C)(C)n1cnc2cc(NC(=O)c3ccc(Cl)cc3)ccc21	-0.3
CCOC(=O)c1ccc(N2C(=O)CC(N(C)Cc3ccccc3)C2=O)cc1 (stereo not drawn)	-1.9
COc1cccc(-c2cc(C(F)(F)F)nc(N3CCOCC3)n2)c1	-0.2
CCc1ccc(NC2=NC(C(=O)NC3CCCCC3)CC(=O)N2)cc1 (stereo not drawn)	0.6
COc1ccc(S(=O)(=O)Cc2ccc(C(=O)N3CCN(c4cccc(C)c4C)CC3)o2)cc1	-2.4
CC1(NC(=O)c2cc(S(=O)(=O)N3CCCCC3)ccc2Cl)CCS(=O)(=O)C1 (stereo not drawn)	0.6
O=C(CSc1nc2ccccc2s1)NNC(=O)Nc1ccc(Cl)c(Cl)c1	-0.8
Cc1cccc(OC(C)C(=O)N2CCN(Cc3ccc4c(c3)OCO4)CC2)c1 (stereo not drawn)	2.3
CC(C)C[C@H]1COc2cccc(N3CCN(Cc4ccccc4F)CC3)c2S(=O)(=O)N1	2.4
O=C(O)CSc1cccc2cccnc12	5.4
Cc1ccc(-n2c3nc(=O)[nH]c(=O)c-3cc3cc([N+](=O)[O-])ccc32)cc1	5.8
CCOc1cc(C(=O)Nc2c3c(nn2C(C)(C)C)CS(=O)C3)cc(OCC)c1OCC (stereo not drawn)	-1.3
CNC(=O)c1ccsc1NC(=O)CCS(=O)(=O)c1ccc(Cl)cc1	3.0
CC(C)(C)OC(=O)NCCc1nnc(S(=O)(=O)Cc2ccc(Cl)cc2Cl)o1	-1.0
CCOC(=O)c1ccc[n+](CC(=O)Nc2cc(C(F)(F)F)ccc2Cl)c1	-2.6
COc1cc2c(c(OC)c1)C(c1ccncc1)CC(=O)N2 (stereo not drawn)	0.1
O=C(Cc1ccccc1)Nc1cccc(-c2nnc(-c3ccco3)o2)c1	-2.0
CC(C)c1nc(N(C)S(C)(=O)=O)nc(-c2ccc(F)cc2)c1/C=C/[C@H](O)C[C@@H](O)CC(=O)O	0.8
Cc1ccc(Sc2ncccc2C(=O)NCc2cc([N+](=O)[O-])ccc2O)cc1C	-3.0
O=C(Cn1cnc2c(cnn2-c2ccc(F)cc2)c1=O)NCC1CCCO1 (stereo not drawn)	0.4
CC(C)n1c(CCC(=O)O)ccc1-c1ccccc1	-2.6
CC(C)=CCC[C@](C)(O)C1CC[C@]2(C)C1[C@H](O)CC1[C@@]3(C)CC[C@H](O[C@@H]4O[C@H](CO)[C@@H](O)[C@H](O)[C@H]4O[C@@H]4O[C@H](CO)[C@@H](O)[C@H](O)[C@H]4O)C(C)(C)C3CC[C@]12C (stereo partly drawn)	0.9
CC(C)C(C(=O)Nc1ccccc1)N1C(=O)c2ccccc2C1=O (stereo not drawn)	-1.5
COc1cc(/C=C/c2ccc3cccc(O)c3n2)cc(OC)c1OC	1.6
COc1ccc2[nH]cc(C(=O)CN3CCCCC3C)c2c1 (stereo not drawn)	2.0
O=C(COC(=O)c1cc([N+](=O)[O-])ccc1N1CCOCC1)NCCc1ccccc1	3.0
Cc1nnc(SC(C)C(=O)NC2CCCCC2C)n1N (stereo not drawn)	0.5
Fc1ccccc1CSc1ncnc2c1oc1ccccc12	1.3
Cc1nn(CC(C)C)c(Cl)c1C(=O)N(c1ccc(Cl)cc1F)S(C)(=O)=O	-0.2

Of the compounds above, 12 have a furan ring, fused or not.
SMILES	TbREL1 inh
COC(=O)[C@]12C[C@H](CC(=O)NCc3ccc(C)o3)C(=O)N(CCC3=CCCCC3)C1=C[C@H](C1CCCC1)O[C@@H]2C	-0.7
C/C(C=NNC(=O)CSc1nnc(-c2ccccc2)n1-c1ccc(C)cc1)=C\c1ccco1	-2.1
CC1(C(=O)NS(=O)(=O)Cc2ccccc2C(F)(F)F)CCN1C(=O)c1ccco1 (stereo not drawn)	5.7
COc1cc(C(=S)N2CCOCC2)ccc1OC(=O)/C=C/c1ccco1	-5.7
Cc1cc(C)n2c(Nc3ccc4c(c3)OCCO4)c(-c3cc4ccccc4o3)nc2n1	3.0
COc1ccc(/[N+]([O-])=C/c2ccoc2)cc1	4.8
O=C(CSc1ncnc2c1oc1ccccc12)Nc1ccc2c(c1)OCCO2	4.0
CCOC(=O)c1c(C)oc2ccc(NS(=O)(=O)c3ccc(C(=O)O)cc3)cc12	-0.3
Cc1ccc(C(=O)CCNc2ccc(Cl)cc2)o1	1.9
COc1ccc(S(=O)(=O)Cc2ccc(C(=O)N3CCN(c4cccc(C)c4C)CC3)o2)cc1	-2.4
O=C(Cc1ccccc1)Nc1cccc(-c2nnc(-c3ccco3)o2)c1	-2.0
Fc1ccccc1CSc1ncnc2c1oc1ccccc12	1.3
